# High-throughput results deposited in PubChem by National Center for Advancing Translational Sciences (NCATS).
# ATXN viability: reduces viability in counter-screen for ATXN expression inhibitors; S2 cells (HEK-293 line with an ATXN2-luciferase reporter) viability, CellTiter-Fluor protease fluorescence, 24 h; Potency, µM (highest dose often 56.7 µM), hits mostly cytotoxic; actives 0.49% (n = 400,000); note: potency is the fitted concentration of half-maximal effect; nearly all actives have a fitted effect of over 40% in size
# EPAC2 ag: activates human EPAC2 exchange factor; Q8WZA2; EPAC2 activation, biochemical qHTS; response scale: 100% = 6.5 mM cAMP response; actives 0.079% (n = 360,000); Potency, µM (doses to about 154 µM), without a hit: at the top dose activation, actives largely listed as activators; AID 720711; note: potency is the fitted concentration of half-maximal effect; nearly all actives have a fitted effect of over 50% in size
# Target sequence (Q8WZA2 whole entry, looked up): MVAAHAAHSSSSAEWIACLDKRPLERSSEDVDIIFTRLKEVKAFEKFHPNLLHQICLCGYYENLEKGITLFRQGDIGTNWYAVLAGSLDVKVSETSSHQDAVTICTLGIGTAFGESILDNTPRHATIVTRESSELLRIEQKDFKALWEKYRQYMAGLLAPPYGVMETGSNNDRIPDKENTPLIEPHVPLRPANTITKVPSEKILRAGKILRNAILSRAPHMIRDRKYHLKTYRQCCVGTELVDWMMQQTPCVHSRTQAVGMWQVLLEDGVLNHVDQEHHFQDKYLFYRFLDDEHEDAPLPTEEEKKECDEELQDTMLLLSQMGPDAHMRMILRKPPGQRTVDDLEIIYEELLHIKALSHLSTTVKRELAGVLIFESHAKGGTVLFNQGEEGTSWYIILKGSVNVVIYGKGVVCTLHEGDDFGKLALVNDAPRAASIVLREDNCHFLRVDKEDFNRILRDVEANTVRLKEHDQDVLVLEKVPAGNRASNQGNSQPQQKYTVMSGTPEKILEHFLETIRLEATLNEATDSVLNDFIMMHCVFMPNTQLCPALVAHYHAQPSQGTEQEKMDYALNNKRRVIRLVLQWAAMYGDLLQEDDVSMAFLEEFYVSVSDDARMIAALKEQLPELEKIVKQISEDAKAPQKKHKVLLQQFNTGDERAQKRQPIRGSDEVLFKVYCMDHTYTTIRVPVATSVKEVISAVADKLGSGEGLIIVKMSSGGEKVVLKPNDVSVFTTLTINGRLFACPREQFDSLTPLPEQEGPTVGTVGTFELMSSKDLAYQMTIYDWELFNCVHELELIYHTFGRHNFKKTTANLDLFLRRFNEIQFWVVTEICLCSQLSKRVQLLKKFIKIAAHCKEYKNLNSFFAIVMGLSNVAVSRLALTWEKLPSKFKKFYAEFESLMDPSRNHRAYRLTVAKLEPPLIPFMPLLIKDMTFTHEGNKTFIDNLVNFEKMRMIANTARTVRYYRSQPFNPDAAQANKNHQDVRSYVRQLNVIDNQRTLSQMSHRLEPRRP
#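 Each well held 100 nM EPAC2, 250 nM RAP1B-BODIPY-GDP and 50 uM GDP. Fluorescence, read at 5-min intervals to 30 min, was referenced to a 6.5 mM cAMP positive control.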
# A549 viability: counter-screen for Nrf2 inhibitors: cytotoxicity in A549 cells. A549 ARE-Fluc cells, CellTiter-Fluor viability, 18-24 h. Potency, µM (highest dose often 46 µM), for the others: top-dose activity change, negative = cytotoxicity, hits mostly inhibitors. actives 0.16% (n = 390,000); note: potency is the fitted concentration of half-maximal effect; % is set by controls: 0 for no effect and ±100 for the full control effect
#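 A549 ARE-Fluc cells in 5% FBS OPTI-MEM, 5000 cells/well, rested 2 h then exposed to compounds in concentration-response for 18-24 h at 37 °C. Viability by CellTiter-Fluor fluorescence (Ex 405/Em 525) after 30 min; luciferase luminescence (BugLite, 15 min, RT) read afterwards.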
# HepG2 viability: counter-screen for TGF-b inhibitors: cytotoxicity in HepG2 cells; Potency, µM (highest dose often 46.1 µM), without a hit: at the top dose activity change, negative = cytotoxicity, actives largely listed as cytotoxic; AID 588856; actives 0.76% (n = 410,000); HepG2 CAGA-GFP viability, ATP luminescence, 18 h; note: potency is the fitted concentration of half-maximal effect; some results filed as inactive show a strong effect at the top dose
#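 CellTiter-Glo luminescence gave cytotoxicity after 18 hours at 37 degrees C. The cells were HepG2 CAGA-GFP in 1% FBS DMEM, stimulated with 500 pg/mL TGF-beta after compound addition. %Activity was normalised to no-cell wells (complete cell-killing) and DMSO (no toxicity), and curves were fitted and classified.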
# ATXN2 expr inh: inhibitors of ATXN2 expression; HEK-293 ATXN2-luciferase reporter, luminescence, 24 h; actives 0.72% (n = 360,000); AID 1745845; Potency, µM (highest dose often 57 µM), without a hit: at the top dose activity change, negative = inhibition, usual class: inhibitors; note: potency is the fitted concentration of half-maximal effect; % is set by controls: 0 for no effect and ±100 for the full control effect; nearly all actives have a fitted effect of over 55% in size
#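 qHTS (up to 57 uM final) was run with 24 h compound exposure of reporter cells at 37 °C. Each well was multiplexed: SteadyGlo luminescence measured ATXN2-luciferase expression after a fluorogenic Gly-Phe-AFC viability readout (25 uM final).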
# TGFb SMAD3 inh: TGF-b pathway inhibition; HepG2 CAGA-GFP TGF-b/SMAD3 reporter, GFP fluorescence, 18 h; TGF-beta stimulated, 500 pg/mL final; AID 588855; Potency, µM (highest dose often 46.1 µM), inactives show at the highest dose activity, negative = inhibition, most hits filed as inhibitors; actives 1.2% (n = 410,000); note: potency is the fitted concentration of half-maximal effect; % is set by controls: 0 for no effect and ±100 for the full control effect; nearly all actives have a fitted effect of over 65% in size
#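 HEPG2 CAGA-GFP, 1000 cells/well; 2 h settle, 37 C; cpd via pin tool; TGF-b 500 pg/mL final; 18 h, 37 C; GFP imaging ex488/em500-530; %Activity normalised to -TGF-b and +DMSO controls; CRC fit, curve class.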
# IL2 activator: activators of IL-2; IL-2 activation reporter assay, cell-based qHTS; stimulated with anti-CD3/CD4/CD28 beads; in transgenic mouse T cells; activation, % (series mostly up to about 46 µM); actives 0.065% (n = 360,000); AID 652025; in the data active = activation above about 50%; inconclusive = mostly about 30% to 49%; note: 0% is about no effect
#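 Screening format: compound pinned onto unstimulated transgenic mouse T cells, 60 min incubation, then anti-CD3/anti-CD4/anti-CD28 bead stimulation for 18 hours at 37 degrees C, followed by EGFP and DsRed detection.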
# Nrf2 block: blocks Nrf2 signaling | A549 ARE-Fluc reporter, luciferase luminescence, 18-24 h | Potency, µM (titrated, usually from 46 µM), inactives show at the highest dose activity change, negative = inhibition, hits mostly inhibitors | actives 2.1% (n = 360,000); note: potency is the fitted concentration of half-maximal effect; % is set by controls: 0 for no effect and ±100 for the full control effect; nearly all actives have a fitted effect of over 60% in size
#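 In this cell-based qHTS, ARE-driven firefly luciferase in A549 cells reports Nrf2 activity; the luminescent signal after BugLite lysis is the measured value, with a prior CellTiter-Fluor read for cell health.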
# Nrf2 activator: activates Nrf2 signaling | AREc32 ARE-luciferase reporter (MCF7-derived line), luminescence, 24 h | Potency, µM (series often up to 46.1 µM), for the others: at the top dose activation, usual class: activators | actives 0.31% (n = 410,000) | AID 624171; note: potency is the fitted concentration of half-maximal effect; % of control where 0% means no effect; nearly all actives have a fitted effect of over 65% in size
#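 For detection, Steady-Glo was added and plates sat 30 min at RT; before that, AREc32_Fluc cells grown overnight in OPTI-MEM/5% FBS had been treated with 23 nL compound for 24 hr at 37 deg C.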
# * hit, by the source's call; i = inactive; ? = inconclusive; / = no result given; [ ] = remark or other dose. Unless noted, calls come from the whole dose curve; as a rule, active = well fitted curve in the direction sought with a large enough effect; inconclusive = small, poorly fitted or top-dose-only effect, or another doubt; inactive = no such curve, though single readings can be large; an effect the other way counts as inactive or inconclusive. Compounds as they come; 4.3% or so of the library scored in one or more.
# Labels used below – A = ATXN viability; B = EPAC2 ag; C = A549 viability; D = HepG2 viability; E = ATXN2 expr inh; F = TGFb SMAD3 inh; G = IL2 activator; H = Nrf2 block; I = Nrf2 activator
O=C1NC2(CCCCC2)C(=O)N1c1ccc(Cl)cc1
  A: i | B: 2% | C: -2% | D: 5% | E: 4% | F: 6% | G: -0.3 | H: 1% | I: -0.6%[9.22 µM]

Cc1ccc(S(=O)(=O)N/N=C2/CCCCC2C2CCCCC2)cc1[N+](=O)[O-] (stereo not given)
  A: i | B: 10% | C: 12% | D: -18% | E: -7% | F: -24% | G: -0.4 | H: -8% | I: 0.3%

NC(=O)NC(CC(=O)NCCCc1ccccc1)c1ccc(Cl)cc1 (stereo not given)
  A: i | B: 14% | C: 3% | D: 2% | E: 15% | F: -11% | G: -1.8 | H: 2% | I: 0.1%

COc1ccc(-n2c(SCC(=O)NCc3ccc(C)cc3)nc3n[nH]c(C)c3c2=N)cc1
  A: / | B: / | C: 5% | D: -5% | E: / | F: 0% | G: / | H: / | I: 3.5%

COc1ccccc1NC(=O)Nc1ccc(C)cn1
  A: i | B: -2% | C: -3% | D: -22% | E: / | F: -22% | G: 0.5 | H: 4% | I: 9.6%

CC1CC(C)CN(CCCNC(=O)c2ccc3c(c2)N(Cc2ccccc2)C(=O)c2ccccc2S3=O)C1 (stereo not given)
  A: 28µM* | B: 2% | C: -5% | D: -94% | E: / | F: ? | G: 0.6 | H: -7% | I: -4.3%

CCOC(=O)C1=NNC(C(=O)c2ccc(Cl)cc2)C1c1ccc(OC)cc1 (stereo not given)
  A: i | B: 6% | C: -14% | D: -1% | E: / | F: -10% | G: -5.5 | H: -6% | I: 3.1%

COc1ccc(/C=N/n2c(-c3cc(C)[nH]n3)n[nH]c2=S)cc1OC
  A: i | B: 3% | C: 5% | D: 3% | E: / | F: 16% | G: 1.0 | H: -37% | I: 5.3%

CC1CCN(S(=O)(=O)c2cc(Br)cc(C(=O)NC3=NCCS3)c2)CC1
  A: i | B: 5% | C: -1% | D: -29% | E: 3% | F: ? | G: -1.3 | H: ? | I: 0.0%

COc1ccc(C(=O)NC2CC2)cc1OC1CCN(Cc2ccc(SC)cc2)CC1
  A: i | B: -3% | C: 4% | D: -7% | E: -1% | F: 0% | G: -3.0 | H: 2% | I: -0.1%

CNC(=O)c1ccccc1S(=O)(=O)c1ccccc1C#N
  A: i | B: 7% | C: -6% | D: 6% | E: 0% | F: -5% | G: 12 | H: / | I: -0.8%

CCC(C)C(NC(=O)C(CC(C)C)NC(=O)C(CO)NC(=O)C1CCC(=O)N1)C(=O)OC (stereo not given)
  A: i | B: 14% | C: 7% | D: 8% | E: -10% | F: -3% | G: -2.2 | H: 0% | I: 0.4%

COc1ccc(CC(=O)Nc2sc3c(c2C(=O)Nc2c(C)cccc2C)CCCCC3)cc1
  A: i | B: / | C: -3% | D: -7% | E: 5% | F: 0% | G: / | H: 5% | I: -0.2%

Cn1cc([C@@H]2C[C@H]3CN(Cc4cccc(Cl)c4)C(=O)[C@]34CCCN24)c2ccccc21
  A: i | B: 0% | C: -16% | D: -45% | E: 3% | F: ? | G: -0.3 | H: -5% | I: -0.4%

COc1ccc(F)cc1S(=O)(=O)N1CCc2ccccc2C1
  A: i | B: 8% | C: / | D: -1% | E: / | F: -3% | G: -1.5 | H: / | I: -1.5%

CCOC(=O)C1CCCN(C(=O)CCCn2nnnc2CN2CCC(C)CC2)C1 (stereo not given)
  A: i | B: 7% | C: 0% | D: -4% | E: -5% | F: -7% | G: -4.3 | H: -2% | I: -0.3%

Cc1cccc(N2CCN(Cc3nc(-c4cccc(Oc5ccccc5)c4)oc3C)CC2)n1
  A: i | B: 9% | C: 5% | D: -9% | E: / | F: ? | G: -5.0 | H: ? | I: 4.7%

CC1(C)C=Cc2cc3ccc(=O)oc3cc2O1
  A: ? | B: 1% | C: -12% | D: -7% | E: 10% | F: -7% | G: 1.9 | H: ? | I: 4.6%

O=C(NNc1cc(Cl)cc(Cl)c1)C1CCC1
  A: i | B: 3% | C: 1% | D: 17% | E: 9% | F: 6% | G: 2.4 | H: -10% | I: 3.4%

Cc1ccc(S(=O)(=O)N(C)C)cc1NC(=O)CCc1ccccc1
  A: i | B: 5% | C: 1% | D: -6% | E: -8% | F: -20% | G: 0.2 | H: 6% | I: -0.6%

COc1ccc(CN(C)CC(=O)Nc2ccccc2C(=O)NC2CC2)cc1
  A: i | B: 0% | C: 0% | D: 5% | E: 3% | F: -2% | G: 0.1 | H: -12% | I: 0.0%

C=CCn1c(SCCN2C(=O)c3ccccc3C2=O)nc2scc(-c3ccccc3)c2c1=O
  A: / | B: -5% | C: -2% | D: -27% | E: / | F: 2% | G: -1.5 | H: 5% | I: -0.3%

CCOC(=O)C1(C)CCCCCN1C(=O)/C=C/c1ccccc1 (stereo not given)
  A: i | B: 4% | C: / | D: 1µM* | E: -7% | F: 17% | G: -0.1 | H: / | I: -0.1%[9.22 µM]

Cc1ccc(NC(=O)CN2C(=O)COc3ccc(S(=O)(=O)N4CCOCC4)cc32)c(Cl)c1
  A: / | B: / | C: 0% | D: -9% | E: / | F: 0% | G: / | H: 12% | I: -0.5%

O=C(N/N=C/c1ccc2ncccc2c1)c1cc(-c2cccs2)nc2ccccc12
  A: i | B: 2% | C: -1% | D: 34% | E: / | F: 18% | G: 0.1 | H: 7% | I: 0.1%

# Ordered by heavy-atom count (low to high): part of the list above.
# Labels used below – A = ATXN viability; B = EPAC2 ag; C = A549 viability; D = HepG2 viability; E = ATXN2 expr inh; F = TGFb SMAD3 inh; G = IL2 activator; H = Nrf2 block; I = Nrf2 activator
O=C(NNc1cc(Cl)cc(Cl)c1)C1CCC1
  A: i | B: 3% | C: 1% | D: 17% | E: 9% | F: 6% | G: 2.4 | H: -10% | I: 3.4%

O=C1NC2(CCCCC2)C(=O)N1c1ccc(Cl)cc1
  A: i | B: 2% | C: -2% | D: 5% | E: 4% | F: 6% | G: -0.3 | H: 1% | I: -0.6%[9.22 µM]

COc1ccc(F)cc1S(=O)(=O)N1CCc2ccccc2C1
  A: i | B: 8% | C: / | D: -1% | E: / | F: -3% | G: -1.5 | H: / | I: -1.5%

NC(=O)NC(CC(=O)NCCCc1ccccc1)c1ccc(Cl)cc1 (stereo not given)
  A: i | B: 14% | C: 3% | D: 2% | E: 15% | F: -11% | G: -1.8 | H: 2% | I: 0.1%

CCOC(=O)C1=NNC(C(=O)c2ccc(Cl)cc2)C1c1ccc(OC)cc1 (stereo not given)
  A: i | B: 6% | C: -14% | D: -1% | E: / | F: -10% | G: -5.5 | H: -6% | I: 3.1%

CCOC(=O)C1CCCN(C(=O)CCCn2nnnc2CN2CCC(C)CC2)C1 (stereo not given)
  A: i | B: 7% | C: 0% | D: -4% | E: -5% | F: -7% | G: -4.3 | H: -2% | I: -0.3%

O=C(N/N=C/c1ccc2ncccc2c1)c1cc(-c2cccs2)nc2ccccc12
  A: i | B: 2% | C: -1% | D: 34% | E: / | F: 18% | G: 0.1 | H: 7% | I: 0.1%

CCC(C)C(NC(=O)C(CC(C)C)NC(=O)C(CO)NC(=O)C1CCC(=O)N1)C(=O)OC (stereo not given)
  A: i | B: 14% | C: 7% | D: 8% | E: -10% | F: -3% | G: -2.2 | H: 0% | I: 0.4%

COc1ccc(CC(=O)Nc2sc3c(c2C(=O)Nc2c(C)cccc2C)CCCCC3)cc1
  A: i | B: / | C: -3% | D: -7% | E: 5% | F: 0% | G: / | H: 5% | I: -0.2%

CC1CC(C)CN(CCCNC(=O)c2ccc3c(c2)N(Cc2ccccc2)C(=O)c2ccccc2S3=O)C1 (stereo not given)
  A: 28µM* | B: 2% | C: -5% | D: -94% | E: / | F: ? | G: 0.6 | H: -7% | I: -4.3%

# (more compounds)
# Labels used below – A = ATXN viability; B = EPAC2 ag; C = A549 viability; D = HepG2 viability; E = ATXN2 expr inh; F = TGFb SMAD3 inh; G = IL2 activator; H = Nrf2 block; I = Nrf2 activator
CC1CCN(CCOCCOc2ccc(Cl)cc2Br)CC1
  A: i | B: 4% | C: -1% | D: -32% | E: -27% | F: -3% | G: 0.7 | H: -5% | I: 2.5%

Cc1ccc(NC(=S)NC2CCCC2)cc1C
  A: ? | B: 1% | C: 2% | D: -26% | E: 32% | F: -9% | G: -0.2 | H: 24% | I: 0.4%

Cc1ccc(S(=O)(=O)N2C[C@H]3C(=O)C[C@@H]4C(=O)N(c5ccccc5)C(=O)[C@@H]4[C@@H]3C[C@H]2c2cccs2)cc1
  A: i | B: 0% | C: / | D: 4% | E: 11% | F: -9% | G: 1.1 | H: / | I: -0.1%

Cc1ccc(CN2C(=O)c3oc4ccc(C)cc4c(=O)c3C2c2ccc(O)cc2)cc1 (stereo not given)
  A: i | B: / | C: 4% | D: 10% | E: -4% | F: 21% | G: / | H: 24% | I: -0.6%

COc1ccccc1NS(=O)(=O)c1cccc(C(=O)OCC(=O)Nc2cc(C)on2)c1
  A: i | B: -12% | C: -4% | D: -17% | E: 0% | F: -10% | G: -0.4 | H: 2% | I: -2.1%

Cc1ccccc1NC(=O)C1CCN(S(=O)(=O)c2c(C)noc2/C=C/c2ccco2)CC1
  A: / | B: / | C: -3% | D: -26% | E: / | F: -9% | G: / | H: -8% | I: 0.8%

CCOc1ccc(NC(=O)c2ccc3c(c2)c(C)c(C)n3Cc2ccc(F)cc2)cc1
  A: / | B: / | C: -18% | D: -14% | E: / | F: -7% | G: / | H: -3% | I: -1.3%

CN1CCCN(S(=O)(=O)c2ccccc2)c2nc3ccccc3nc21
  A: i | B: 6% | C: 4% | D: 11% | E: -9% | F: -7% | G: -2.0 | H: 7% | I: 0.2%
